PAFAH1B3 inh: PAFAH1B3 enzyme inhibitors, primary screen, biochemical, fluorescence polarization, human. recombinant PAFAH1B3, FP-rhodamine probe. actives 0.28% (n = 340,000). AID 492972, 2010. Platelet-activating factor acetylhydrolase IB subunit alpha1 (Homo sapiens), Q15102. inhibition, % at 3.39 µM;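 active = inhibition above the screen-wide average of all tested compounds plus 3 SD, cut at about 25% in these data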;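 also: 0% = enzyme with DMSO only and 100% = wells lacking PAFAH1B3 protein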
PAFAH1B2 inh: PAFAH1B2 enzyme inhibitors, primary screen, biochemical, fluorescence polarization, human; Platelet-activating factor acetylhydrolase IB subunit alpha2 (Homo sapiens), P68402; actives 1.2% (n = 340,000); recombinant PAFAH1B2, FP-rhodamine activity probe; inhibition, % at 3.39 µM; AID 492953, 2010;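 active = inhibition above the mean of all tested compounds plus 3 SD, cut at about 24% in these data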;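 also: 0% = enzyme with DMSO and 100% = wells lacking PAFAH1B2; many of its hits are not listed in these tables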
PAFAH2 FP inh: PAFAH2 enzyme inhibitors, primary screen, biochemical, fluorescence polarization, human | actives 0.99% (n = 340,000) | AID 492956, 2010 | inhibition, % at 3.39 µM | recombinant PAFAH2, FP-rhodamine activity probe | Platelet-activating factor acetylhydrolase 2, cytoplasmic (Homo sapiens), Q99487;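 active = inhibition above the mean over all tested compounds plus 3 SD, cut at about 30% in these data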;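 also: inhibitors block probe labeling of enzyme so polarization drops; 0% = enzyme with DMSO and 100% = wells lacking PAFAH2 protein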
LYPLA2 inh: LYPLA2 inhibitors, primary screen, counter-screen for PME1 inhibitor project, biochemical, fluorescence polarization, FP-Rh probe ABPP; Acyl-protein thioesterase 2 (Homo sapiens), O95372; recombinant LYPLA2; inhibition, % at 5.9 µM; actives 0.38% (n = 320,000);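 active = inhibition above the screen-wide mean plus 3 SD, limit set per campaign, cut at about 26% in these data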;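 also: 0% = LYPLA2 with DMSO and 100% = wells lacking LYPLA2 enzyme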
Target sequence (O95372 whole entry, looked up): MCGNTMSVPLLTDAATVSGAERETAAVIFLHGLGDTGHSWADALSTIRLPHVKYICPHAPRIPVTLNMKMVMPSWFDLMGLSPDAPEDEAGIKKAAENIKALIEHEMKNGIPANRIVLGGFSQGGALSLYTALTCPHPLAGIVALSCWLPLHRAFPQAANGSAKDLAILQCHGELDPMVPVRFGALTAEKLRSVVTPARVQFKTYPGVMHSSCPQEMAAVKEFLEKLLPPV
LYPLA1 counter: LYPLA1 inhibitors, primary screen, counter-screen for PME1 inhibitor project, biochemical, fluorescence polarization, FP-Rh probe ABPP | AID 2174, 2009 | actives 0.16% (n = 320,000) | recombinant LYPLA1 | inhibition, % at 5.9 µM | Acyl-protein thioesterase 1 (Homo sapiens), O75608;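 active = inhibition above the mean of all tested compounds plus 3 SD, set per campaign, cut at about 14% in these data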;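 also: inhibitors block serine hydrolase probe labeling of LYPLA1 so polarization falls; 0% = enzyme with DMSO and 100% = wells lacking LYPLA1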
pPAFAH FP inh: pPAFAH enzyme inhibitors, primary screen, biochemical, fluorescence polarization, human | Platelet-activating factor acetylhydrolase (Homo sapiens), Q13093 | recombinant pPAFAH, FP-rhodamine probe fluorescence polarization | inhibition, % at 3.39 µM | actives 1.5% (n = 330,000) | AID 463082, 2010;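 active = inhibition above the mean inhibition across the screen plus 3 SD, cut at about 25% in these data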;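 also: inhibitors block binding of the rhodamine activity-based probe so polarization drops; 0% = enzyme with DMSO and 100% = wells lacking pPAFAH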
GSTO1 counter: inhibitors of recombinant GSTO1, primary screen, counter-screen for RBBP9 inhibitor project, biochemical, fluorescence polarization | Glutathione S-transferase omega-1 (Homo sapiens), P78417 | activity-based probe fluorescence polarization | inhibition, % at 5.96 µM | actives 1.1% (n = 300,000) | AID 1974, 2009;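 active = inhibition above the campaign mean inhibition plus 3 SD, cut at about 35% in these data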;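 also: 0% = GSTO1-1 with DMSO and 100% = wells lacking GSTO1-1 enzyme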
PREPL inhibitor: PREPL enzyme inhibitors, primary screen, biochemical, fluorescence polarization; actives 0.68% (n = 320,000); Prolyl endopeptidase-like (Homo sapiens), Q4J6C6; recombinant PREPL, fluorescence polarization activity-based probe; inhibition, % at 5.96 µM; in the data active = inhibition above about 43%;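 also: 0% = enzyme with DMSO and 100% = wells lacking enzyme; many of its hits are not listed in these tables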
Target sequence (Q4J6C6 whole entry, looked up): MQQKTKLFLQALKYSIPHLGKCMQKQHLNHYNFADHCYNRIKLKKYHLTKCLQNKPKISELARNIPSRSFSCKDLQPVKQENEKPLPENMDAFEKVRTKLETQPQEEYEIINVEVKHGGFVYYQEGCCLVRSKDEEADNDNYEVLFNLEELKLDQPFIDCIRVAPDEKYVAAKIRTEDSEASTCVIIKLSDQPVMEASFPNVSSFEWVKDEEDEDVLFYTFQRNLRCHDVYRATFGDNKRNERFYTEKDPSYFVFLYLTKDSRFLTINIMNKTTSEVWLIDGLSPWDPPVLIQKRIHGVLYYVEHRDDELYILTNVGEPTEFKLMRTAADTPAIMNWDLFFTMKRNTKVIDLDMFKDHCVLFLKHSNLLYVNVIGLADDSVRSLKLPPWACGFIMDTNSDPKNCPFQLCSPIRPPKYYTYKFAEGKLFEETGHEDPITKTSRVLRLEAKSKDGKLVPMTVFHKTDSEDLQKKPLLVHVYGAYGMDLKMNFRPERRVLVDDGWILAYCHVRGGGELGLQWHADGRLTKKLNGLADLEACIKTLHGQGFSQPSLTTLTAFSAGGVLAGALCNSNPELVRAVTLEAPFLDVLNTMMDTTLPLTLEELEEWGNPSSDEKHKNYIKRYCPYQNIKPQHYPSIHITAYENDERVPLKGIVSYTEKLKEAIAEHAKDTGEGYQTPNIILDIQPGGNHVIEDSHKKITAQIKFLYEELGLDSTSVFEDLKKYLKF
PAD4 inh: human PAD4 inhibitors, primary screen, biochemical, fluorescence polarization, 1536-well format; inhibition, % at 6.36 µM; recombinant PAD4, RCA probe fluorescence polarization; Protein-arginine deiminase type-4 (Homo sapiens), Q9UM07; actives 0.41% (n = 330,000);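 active = percent inhibition above a cutoff equal to the mean of all tested compounds plus 3 SD, cut at about 15% in these data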;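 also: 0% = PAD4 with RCA probe and DMSO and 100% = probe without PAD4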
Starred values were filed as active, the others as inactive. This is a subset. The share of hits here may be higher or lower than overall.

Preview:
`O=C(NCC(c1cccs1)N1CCOCC1)c1cc(-c2ccc(F)cc2)nc2ccccc12` (configuration not stated) gave PAFAH1B3 inh 5, PAFAH1B2 inh 4, PAFAH2 FP inh 1, LYPLA2 inh -2, LYPLA1 counter -3, pPAFAH FP inh -8, GSTO1 counter -6, PREPL inhibitor -4 and PAD4 inh -9.
O=c1c2ccccc2[nH]c2ccc(F)cc12 was read as PAFAH1B3 inh 0, PAFAH1B2 inh 8, PAFAH2 FP inh 6, LYPLA2 inh -3, LYPLA1 counter -1, pPAFAH FP inh 1, GSTO1 counter 0, PREPL inhibitor 0 and PAD4 inh -4.
For Cc1cccc(-c2nc(-c3ccncc3)no2)c1 the results were PAFAH1B3 inh 14, PAFAH1B2 inh 7, PAFAH2 FP inh 4, LYPLA2 inh -3, LYPLA1 counter -3, pPAFAH FP inh -11, GSTO1 counter 0, PREPL inhibitor 7 and PAD4 inh -4.
Screening NS(=O)(=O)c1ccc(NNC(=O)c2ccc(F)cc2F)cc1 returned LYPLA2 inh 2, LYPLA1 counter 3, pPAFAH FP inh 4, GSTO1 counter -2, PREPL inhibitor 4 and PAD4 inh -2.

The whole of this part, from the start:
`O=C(NCC(c1cccs1)N1CCOCC1)c1cc(-c2ccc(F)cc2)nc2ccccc12` (configuration not stated) gave PAFAH1B3 inh 5, PAFAH1B2 inh 4, PAFAH2 FP inh 1, LYPLA2 inh -2, LYPLA1 counter -3, pPAFAH FP inh -8, GSTO1 counter -6, PREPL inhibitor -4 and PAD4 inh -9.
O=c1c2ccccc2[nH]c2ccc(F)cc12 was read as PAFAH1B3 inh 0, PAFAH1B2 inh 8, PAFAH2 FP inh 6, LYPLA2 inh -3, LYPLA1 counter -1, pPAFAH FP inh 1, GSTO1 counter 0, PREPL inhibitor 0 and PAD4 inh -4.
For Cc1cccc(-c2nc(-c3ccncc3)no2)c1 the results were PAFAH1B3 inh 14, PAFAH1B2 inh 7, PAFAH2 FP inh 4, LYPLA2 inh -3, LYPLA1 counter -3, pPAFAH FP inh -11, GSTO1 counter 0, PREPL inhibitor 7 and PAD4 inh -4.
Screening NS(=O)(=O)c1ccc(NNC(=O)c2ccc(F)cc2F)cc1 returned LYPLA2 inh 2, LYPLA1 counter 3, pPAFAH FP inh 4, GSTO1 counter -2, PREPL inhibitor 4 and PAD4 inh -2.
For Nc1c2c(nc3ccccc13)N(C1CCCCC1)CC2 the results were PAFAH1B3 inh 7, PAFAH1B2 inh 12, PAFAH2 FP inh 4, LYPLA2 inh -1, LYPLA1 counter 7, pPAFAH FP inh 0, GSTO1 counter 0, PREPL inhibitor 20 and PAD4 inh -5.
`CC1CCCCC1NC(=O)CSc1ccc([N+](=O)[O-])cc1` (configuration not stated) gave PAFAH1B3 inh 7, PAFAH1B2 inh 4, PAFAH2 FP inh 10, LYPLA2 inh 2, LYPLA1 counter 1, pPAFAH FP inh -1, GSTO1 counter 1, PREPL inhibitor -19 and PAD4 inh -6.
`CCCN1CCN(CCCNC(=O)c2cc3c(s2)-c2c(C)cccc2OC3)CC1` gave PAFAH1B3 inh 1, PAFAH1B2 inh 2, PAFAH2 FP inh 3, LYPLA2 inh -1, LYPLA1 counter -9, pPAFAH FP inh 7, GSTO1 counter 4, PREPL inhibitor 34 and PAD4 inh -2.
For Cc1ccc(CC2SC(N)=NC2=O)cc1 (configuration not stated) the results were PAFAH1B3 inh 9, PAFAH1B2 inh -3, PAFAH2 FP inh -1, LYPLA2 inh 0, LYPLA1 counter -2, pPAFAH FP inh 5, GSTO1 counter -3, PREPL inhibitor 9 and PAD4 inh -1.
For Cc1cc(N2CCN(C)CC2)nc2ccc(NC(=S)NCCCN3CCN(C)CC3)cc12 the results were PAFAH1B3 inh 2, PAFAH1B2 inh 1, PAFAH2 FP inh -3, LYPLA2 inh 3, LYPLA1 counter 3, pPAFAH FP inh 1, GSTO1 counter 13, PREPL inhibitor 1 and PAD4 inh -2.
For Cc1ccc(S(=O)(=O)CCc2nnc(NC(=O)c3cccs3)s2)cc1 the results were PAFAH1B3 inh 3, PAFAH1B2 inh 2, PAFAH2 FP inh 0, LYPLA2 inh 8, LYPLA1 counter 4, pPAFAH FP inh -3, GSTO1 counter -1, PREPL inhibitor 3 and PAD4 inh 1.
Screening Cc1cccc2c1-c1sc(C(=O)Nc3cccc([N+](=O)[O-])c3C)cc1CO2 returned PAFAH1B3 inh -7, PAFAH1B2 inh -4, PAFAH2 FP inh -9, LYPLA2 inh -5, LYPLA1 counter -11, pPAFAH FP inh 1, GSTO1 counter 1, PREPL inhibitor 17 and PAD4 inh 0.
Screening N#CCC(=O)N1CC2(CC(c3cccc(NC(=O)COc4ccc(Cl)cc4)c3)=NO2)C[C@@H]1C(N)=O (some centres not stated) returned PAFAH1B3 inh -1, PAFAH1B2 inh 10, PAFAH2 FP inh -4, LYPLA2 inh 3, LYPLA1 counter -2, pPAFAH FP inh 2, GSTO1 counter -3, PREPL inhibitor 25 and PAD4 inh -3.
`COc1ccc2[nH]c(C(=O)NCc3ccccc3)cc2c1` gave PAFAH1B3 inh 9, PAFAH1B2 inh 2, PAFAH2 FP inh -2, LYPLA2 inh -1, LYPLA1 counter 1, pPAFAH FP inh 7, GSTO1 counter -1, PREPL inhibitor 12 and PAD4 inh -3.
For COc1ccc(-c2cc(C3CCNCC3)[nH]n2)cc1 the results were PAFAH1B3 inh 2, PAFAH1B2 inh 4, PAFAH2 FP inh -7, LYPLA2 inh 0, LYPLA1 counter -1, pPAFAH FP inh 2, GSTO1 counter 1, PREPL inhibitor 4 and PAD4 inh 1.
`Cc1ccc(S(=O)(=O)n2nc(OC(=O)c3c(F)cccc3Cl)cc2N)cc1` gave PAFAH1B3 inh 9, PAFAH1B2 inh 15, PAFAH2 FP inh 34*, LYPLA2 inh 10, LYPLA1 counter 1, pPAFAH FP inh 4, GSTO1 counter 9, PREPL inhibitor 17 and PAD4 inh 0.
Screening Cc1ccc(C2=CC(C)(c3ccc(C)cc3)Nc3nc(C(F)(F)F)nn32)cc1 (configuration not stated) returned PAFAH1B3 inh -3, PAFAH1B2 inh -3, PAFAH2 FP inh 4, LYPLA2 inh -2, LYPLA1 counter -9, pPAFAH FP inh 0, GSTO1 counter -3, PREPL inhibitor 11 and PAD4 inh 2.
CCOC(=O)N1CCC(N2Cc3cccc(C(=O)NCc4ccccn4)c3C2=O)CC1 was read as PAFAH1B3 inh 2, PAFAH1B2 inh -1, PAFAH2 FP inh 4, LYPLA2 inh 0, LYPLA1 counter -3, pPAFAH FP inh -7, GSTO1 counter 9, PREPL inhibitor 8 and PAD4 inh 0.
`COC(=O)c1ccc(OCC(O)CN2C(=O)c3ccccc3C2=O)cc1` (configuration not stated) gave PAFAH1B3 inh 7, PAFAH1B2 inh 0, PAFAH2 FP inh 1, LYPLA2 inh 13, LYPLA1 counter 2, pPAFAH FP inh 2, GSTO1 counter 3, PREPL inhibitor -3 and PAD4 inh 2.
Screening COc1ccc(C(C)C)cc1S(=O)(=O)n1cnc(C)c1 returned PAFAH1B3 inh -2, PAFAH1B2 inh -4, PAFAH2 FP inh -2, LYPLA2 inh 1, LYPLA1 counter 1, pPAFAH FP inh 5, GSTO1 counter 1, PREPL inhibitor 2 and PAD4 inh 4.
CCN1CCc2nc(NC(=O)c3ccc(S(=O)(=O)N(C)C)cc3)sc2C1 was read as PAFAH1B3 inh 5, PAFAH1B2 inh 2, PAFAH2 FP inh -6, LYPLA2 inh 2, LYPLA1 counter 3, pPAFAH FP inh 5, GSTO1 counter -1, PREPL inhibitor -4 and PAD4 inh -2.
For COc1ccccc1N1CCN(S(=O)(=O)c2ccc(-c3ccc(=O)[nH]n3)o2)CC1 the results were PAFAH1B3 inh -3, PAFAH1B2 inh 2, PAFAH2 FP inh 5, LYPLA2 inh -2, LYPLA1 counter 3, pPAFAH FP inh 3, GSTO1 counter 4, PREPL inhibitor 0 and PAD4 inh -5.
`O=C(Nc1ccc([N+](=O)[O-])cc1)N1CCc2ccccc2C1` gave PAFAH1B3 inh -4, PAFAH1B2 inh 2, PAFAH2 FP inh -4, LYPLA2 inh -8, LYPLA1 counter -4, pPAFAH FP inh -2, GSTO1 counter -9, PREPL inhibitor 10 and PAD4 inh 8.
For O=C(COC(=O)c1c(Cl)ccc(Cl)c1Cl)NC(=O)NCc1ccccc1 the results were PAFAH1B3 inh -2, PAFAH1B2 inh 15, PAFAH2 FP inh 2, LYPLA2 inh -6, LYPLA1 counter -3, pPAFAH FP inh 4, GSTO1 counter 1, PREPL inhibitor -12 and PAD4 inh 4.
For N/C(=C\C(=O)c1cc(Cl)ccc1O)C(Cl)(Cl)Cl the results were PAFAH1B3 inh 79*, PAFAH1B2 inh 0, PAFAH2 FP inh 15, LYPLA2 inh 5, LYPLA1 counter 1, pPAFAH FP inh 4, GSTO1 counter 65*, PREPL inhibitor -12 and PAD4 inh -2.
`O=C1c2ccccc2CN1C(CO)c1ccccc1` (configuration not stated) gave PAFAH1B3 inh 9, PAFAH1B2 inh 2, PAFAH2 FP inh -2, LYPLA2 inh 3, LYPLA1 counter -1, pPAFAH FP inh 0, GSTO1 counter 3, PREPL inhibitor -3 and PAD4 inh 2.
For COc1ccc(C2(CNS(=O)(=O)c3ccc(C)cc3)CCOCC2)cc1 the results were PAFAH1B3 inh -2, PAFAH1B2 inh 6, PAFAH2 FP inh 1, LYPLA2 inh 1, LYPLA1 counter -1, pPAFAH FP inh 0, GSTO1 counter 4, PREPL inhibitor -3 and PAD4 inh -2.
COc1ccc(C(=O)NNC(=O)CSc2nc3c([nH]2)c(=O)n(C)c(=O)n3C)cc1 was read as PAFAH1B3 inh 11, PAFAH1B2 inh 2, PAFAH2 FP inh 3, LYPLA2 inh -2, LYPLA1 counter 0, pPAFAH FP inh 1, GSTO1 counter 10, PREPL inhibitor 1 and PAD4 inh 2.
For CC[C@@]1(C(=O)OC)N[C@H](CN(C)C(=O)NC(C)C)[C@@H]2C(=O)N(C)C(=O)[C@@H]21 the results were PAFAH1B3 inh 2, PAFAH1B2 inh 0, PAFAH2 FP inh 6, pPAFAH FP inh 2, PREPL inhibitor 11 and PAD4 inh -5.
`CCOc1ccccc1/C=N/Nc1nc(C)cc(=O)[nH]1` gave PAFAH1B3 inh -6, PAFAH1B2 inh 1, PAFAH2 FP inh 4, LYPLA2 inh 1, LYPLA1 counter 3, pPAFAH FP inh 8, GSTO1 counter -2, PREPL inhibitor 3 and PAD4 inh -1.
